SR-BI uptake up = activators of SR-BI mediated DiI-HDL uptake, primary screen, ldlA[mSR-BI] CHO cells, DiI fluorescence; 3 h; 100 = double the neutral-control signal; activation, % at 12.5 µM; actives 0.096% (n = 320,000);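 active = mean replicate activation of at least 60% and every replicate at or above 60%; inconclusive = mean or all-replicate condition met, but not both; inactive = mean below 60% and not all replicates reaching 60%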;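 note: 0% = median plate neutral-control signal and 100% = twice that signal; values of inactives mirror those of a sister screen read the other way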
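material = CHO ldlA[mSR-BI] cells | medium = Ham's F12 with 0.5% BSA, HEPES 25 mM, pH 7.4 | reagent = fluorescent DiI-HDL, 10 µg/mL final | compound dosing = single-point compound dose | incubation = 3 h, 37 °C | measured by = bottom-read fluorescence, 550/595 nm | measure = HDL uptake via cellular fluorescence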
Rtt109 HAT inh = inhibitors of C. albicans Rtt109/Vps75 HAT, primary screen, biochemical, ThioGlo CoA-SH fluorescence, plate reader. Histone acetyltransferase RTT109 (Candida albicans (strain SC5314 / ATCC MYA-2876)), …. purified Rtt109/Vps75, 4 h. inhibition, % at 34.9 µM. actives 0.16% (n = 330,000). AID 540336, 2011;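 active = inhibition of at least 50% in every replicate; inconclusive = best replicate reaches 50% inhibition but some replicates fall short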
MITF TRPM1 HTS = activators of MITF-driven TRPM1 promoter reporter, primary screen, cell-based, SK-MEL-5, luciferase, single point; SK-MEL-5 TRPM1-promoter luciferase, 24 h; % of positive control, neutral wells = 0; AID 588334, 2011; activation, % at 12.5 µM; actives 0.75% (n = 300,000);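 active = mean activation of at least 80% with every replicate also reaching 80%; inconclusive = mean reaches 80% but some replicate falls short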;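 note: 0% = neutral control wells and 100% = parthenolide positive control wells; values of inactives mirror those of a sister screen read the other way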
SR-BI HDL uptake = inhibitors of SR-BI mediated HDL lipid uptake, primary screen, ldlA[mSR-BI] cells, fluorescence, single point | actives 0.96% (n = 320,000) | inhibition, % at 12.5 µM | ldlA[mSR-BI] CHO cells, DiI-HDL uptake fluorescence, 3 h | Scavenger receptor class B member 1 (Mus musculus), Q61009;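 active = mean replicate inhibition of at least 70% and a set share of replicates each scoring 70 or more; inconclusive = meets just one of the two criteria; inactive = fails both criteria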;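 note: 0% = median of neutral control wells and 100% = median of positive control wells; values of inactives mirror those of a sister screen read the other way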
Target sequence (Q61009 whole entry, looked up): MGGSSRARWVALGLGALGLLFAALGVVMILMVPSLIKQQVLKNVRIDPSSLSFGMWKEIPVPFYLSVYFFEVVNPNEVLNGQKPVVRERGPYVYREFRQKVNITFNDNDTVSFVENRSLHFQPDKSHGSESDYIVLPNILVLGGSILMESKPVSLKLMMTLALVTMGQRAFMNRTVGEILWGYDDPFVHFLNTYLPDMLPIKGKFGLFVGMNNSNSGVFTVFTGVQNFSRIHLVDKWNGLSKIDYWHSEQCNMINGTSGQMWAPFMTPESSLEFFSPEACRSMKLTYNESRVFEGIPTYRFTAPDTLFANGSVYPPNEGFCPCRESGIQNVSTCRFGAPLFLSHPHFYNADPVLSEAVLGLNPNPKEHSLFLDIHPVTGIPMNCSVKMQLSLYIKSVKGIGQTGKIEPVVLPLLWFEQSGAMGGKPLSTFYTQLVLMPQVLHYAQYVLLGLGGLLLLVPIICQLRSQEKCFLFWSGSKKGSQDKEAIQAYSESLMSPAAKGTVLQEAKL
CDK5 p35 inh = inhibitors of human CDK5/p35 kinase, primary screen, biochemical, single concentration; Cyclin-dependent kinase 5 (Homo sapiens) + Cyclin-dependent kinase 5 activator 1 (Homo …; Recombinant CDK5/p35, ADP-Glo luminescence, 60 min; inhibition, % at 10 µM; actives 0.01% (n = 330,000); AID 488839, 2010;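 active = highest replicate inhibition of at least 50% and at least 75% of replicates reaching 50%; inconclusive = only one of the two criteria met; inactive = both criteria failed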;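 note: plate controls were DMSO neutral control for no effect and GW8510 at 10 µM for full effect; many of its hits are not listed in these tables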
dFosB activator = activators of delta FosB homodimer, primary screen, biochemical, fluorescence polarization, TAMRA-CDK5 oligo, single point; purified delta FosB; percent of positive-control signal above neutral wells; activation, % at 25 µM; actives 0.99% (n = 340,000);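 active = mean activation above about 17%, with every replicate also reaching it, limit read from the data, passing the limit was not always enough; inconclusive = only one of the two conditions met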;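 note: fluorescence polarization rise as delta FosB binds a TAMRA Cdk5 AP-1 oligo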
Wnt act = Wnt/beta-catenin pathway activators, primary screen, cell-based, plate reader, single point | Wnt/beta-catenin reporter cell assay, activator | activation, % at 9.35 µM | actives 1.2% (n = 300,000); in the data active = activation above about 30%, passing the limit was not always enough; inconclusive = no clear call, values can overlap the other calls;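 note: 0% = neutral control wells and 100% = positive control wells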
HTR5A ag ctr = HTR5A agonists in luminescence cell assay, primary screen, counter-screen for OPRM1-OPRD1 heterodimer agonist project, full-deck HTS; actives 0.61% (n = 340,000); cell-based; 5-hydroxytryptamine receptor 5A (Homo sapiens), P47898; activation, % at 9.3 µM; in the data active = activation mostly above about 9.5%, no sharp cut-off; inactive = mostly below about 7.6%;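 note: 0% = cells with vehicle only and 100% = reference agonist; strong numbers were not always called active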
Target sequence (P47898 whole entry, looked up): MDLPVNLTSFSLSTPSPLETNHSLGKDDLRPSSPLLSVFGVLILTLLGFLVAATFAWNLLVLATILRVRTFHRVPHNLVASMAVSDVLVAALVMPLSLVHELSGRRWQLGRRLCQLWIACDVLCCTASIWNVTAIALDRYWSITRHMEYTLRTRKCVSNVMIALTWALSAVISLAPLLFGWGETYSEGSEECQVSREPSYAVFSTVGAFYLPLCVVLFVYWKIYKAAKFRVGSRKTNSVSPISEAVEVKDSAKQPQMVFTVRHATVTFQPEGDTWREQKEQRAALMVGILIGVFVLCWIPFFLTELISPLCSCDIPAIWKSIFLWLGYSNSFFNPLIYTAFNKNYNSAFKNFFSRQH
PvdQ acylase = P. aeruginosa PvdQ acylase inhibitors, primary screen, biochemical, fluorescence, plate reader and imaging, single point. PvdQ acylase [Pseudomonas aeruginosa LESB58]. purified PvdQ acylase. inhibition, % at 10 µM. actives 0.063% (n = 340,000). AID 488965, 2010; in the data active = inhibition above about 30%, passing the limit was not always enough; inconclusive = no clear call, values can overlap the other calls;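 note: 0% = vehicle neutral wells and 100% = reference inhibitor wells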
cardiac RTF act = cardiac RTF calcium sensitivity activators, primary screen, biochemical, IANBD-TnC fluorescence, EC20 calcium; activation, % at 7.2 µM; IANBD-labeled TnC RTF fluorescence at EC20 calcium; 0% EC20 calcium, 100% full calcium; Troponin I, cardiac muscle (Homo sapiens) + Troponin T, cardiac muscle (Homo sapiens) + …; actives 0.24% (n = 340,000);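 active = activation above the mean over all tested compounds plus 3 SD, cut at about 30% in these data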;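 note: rise in fluorescence read as greater calcium sensitivity of cardiac thin filaments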
* = called active by the depositor; ? = inconclusive; nt = no result given. An unsorted share of the library (roughly 4.4% active in at least one column).

SMILES	SR-BI uptake up	Rtt109 HAT inh	MITF TRPM1 HTS	SR-BI HDL uptake	CDK5 p35 inh	dFosB activator	Wnt act	HTR5A ag ctr	PvdQ acylase	cardiac RTF act
CCOC(=O)C1CCCN(C(=O)c2ccc(C)c(NC(=O)C3=C(C)OCCS3)c2)C1 (stereo unspecified)	-15.2	3.4	3.2	15.2	nt	-7.6	-1.4	-0.9	9.2	-4.5
Cc1ccc(-n2nc(C)c3c(C)c(CCC(=O)NCc4ccco4)c(C)nc32)cc1	-12.6	17.2	-18.2	12.6	3.1	7.6	-0.7	6.2	11.5	0.9
Cc1cc2nc3n(c2cc1C)CC1CC(C(=O)NCc2ccccc2)N(C)C31 (stereo unspecified)	3.2	7.8	0.5	-3.2	1.0	4.1	-1.0	-0.9	-11.7	0.6
Cc1cccc(C(=O)NNC(=O)c2cccc([N+](=O)[O-])c2)c1	2.0	-2.3	11.0	-2.0	0.0	5.0	-0.6	0.9	-15.8	2.3
COc1cc(C2C3=C(Nc4nc(N)[nH]c(=O)c42)c2ccccc2C3=O)ccc1O (stereo unspecified)	11.9	-3.8	0.5	-11.9	-2.7	42.8*	-3.3	1.0	-9.5	4.1
CN1CC(=O)N(CC(=O)Nc2ccc(N(C)C)cc2)c2ccccc2C1=O	30.5	-10.9	nt	-30.5	1.4	-6.0	nt	-3.2	0.0	3.8
NS(=O)(=O)c1ccc(NC(=O)c2ccc(S(=O)(=O)N3CCCCC3)cc2)cc1	0.2	1.8	5.2	-0.2	-0.6	-3.5	-2.2	-3.3	-5.3	3.0
O=C(O)CC1S/C(=N/N=C/C2CC=CCC2)NC1=O (stereo unspecified)	8.2	3.4	15.4	-8.2	0.8	7.5	1.7	1.6	-10.2	-2.0
COc1cccc(NS(=O)(=O)c2c(C)nc3sccn3c2=O)c1	26.4	3.3	nt	-26.4	2.1	-5.0	-4.8	-0.9	4.7	3.0
COC(=O)Nc1ccc(Cc2ccncc2)cc1	19.1	3.1	12.1	-19.1	-0.6	-2.0	1.0	-0.7	-0.9	0.3
Cc1ccc(S(=O)(=O)Oc2ccc(/C=C(/NC(=O)c3ccccc3)C(=O)Nc3ccccc3)cc2)cc1	-19.0	-4.2	9.8	19.0	-1.3	3.3	nt	-0.8	1.0	0.0
OCCN1CCN(c2nc(NCc3ccco3)c3ccccc3n2)CC1	30.9	0.7	11.7	-30.9	-2.4	7.4	-1.1	8.7	3.9	2.8
COc1ccc(C(=O)NNc2ccccc2)cc1OC	-8.6	10.5	6.7	8.6	-0.1	-3.3	-0.8	-5.6	-4.1	-6.3
COC(=O)c1oc2ccc(Br)cc2c1NC(C)=O	11.6	2.4	-11.0	-11.6	-0.2	-5.7	-1.8	3.9	-19.4	4.1
CC(C)C(=O)C1=Cc2cc([N+](=O)[O-])ccc2OC1N1CCOCC1 (stereo unspecified)	16.2	-1.3	-9.4	-16.2	0.8	3.8	0.0	1.1	12.1	2.4
CCN(CC)S(=O)(=O)c1ccc(N2CCOCC2)c(NC(=O)C2CC2)c1	20.6	1.3	8.0	-20.6	1.0	-9.2	-3.7	5.5	-8.7	0.4
COc1ccc(C2CC(c3ccccc3)=NN2C(=O)COC(=O)c2cccc(S(=O)(=O)N(C)C)c2)cc1 (stereo unspecified)	-42.9	6.2	3.1	42.9	2.5	12.9	-5.5	0.8	4.4	3.9
N#Cc1c(-c2ccco2)nc(SCC(=O)Nc2cccc(Cl)c2)[nH]c1=O	13.5	5.3	4.9	-13.5	-4.3	-8.0	nt	3.2	-4.5	-1.7
COc1ccccc1N1CCN(C(=O)c2ccccc2SCC(=O)NCc2ccco2)CC1	-2.0	-0.4	-5.1	2.0	1.0	-3.5	-3.0	-2.4	-1.7	-8.3
O=C1N/C(=N\N=C\c2ccccn2)SC1Cc1cccc(SC(F)F)c1 (stereo unspecified)	10.8	6.6	-27.5	-10.8	-0.1	5.2	nt	-1.4	-6.9	-9.5
O=C(NCc1cccc(Cl)c1)c1cccc(OC2CCN(C(=O)C3CC3)CC2)c1	-26.6	-2.4	-9.3	26.6	0.7	-4.8	-2.0	1.0	-7.8	-2.1
Nc1nc(CN2CCN(C(c3ccccc3)c3ccccc3)CC2)nc(Nc2ccccc2)n1	8.5	3.5	-3.9	-8.5	0.7	9.0	-1.6	-2.5	-7.0	2.5
Cc1cc(C(=O)OCC(=O)c2ccccc2)c2ccccc2n1	-14.0	-0.3	-7.7	14.0	-0.4	-0.2	-2.1	7.0	-15.0	1.6
CCOc1ccccc1NC(=O)c1cc(Cl)ccc1NC(=O)c1ccco1	-80.8	-4.9	-1.5	80.8*	-0.7	-5.9	nt	6.2	-6.0	5.3
Cc1cc(C(=O)CSc2nnc(-c3ccccc3F)o2)c(C)n1Cc1cccs1	1.4	-5.3	2.4	-1.4	0.5	-8.1	-1.4	3.7	-8.9	2.3
CN(C)c1nc(N)nc(CSc2nnnn2-c2ccc(F)cc2)n1	-14.9	-3.3	-17.3	14.9	-3.7	-14.0	-3.0	4.3	-30.0	-4.9
CN(C)CCCn1c(=S)[nH]c2sc3c(c2c1=O)CCCC3	6.0	1.3	-2.7	-6.0	0.9	0.8	2.9	2.0	-3.5	-6.4
CCn1c(Cc2c(C)[nH]c3ccccc23)n[nH]c1=S	-1.0	-6.4	1.8	1.0	1.4	-0.5	nt	-2.5	4.0	-2.2
C=C1CSc2nc3ccccc3c(=O)n21	19.7	2.4	-8.5	-19.7	0.0	-2.4	nt	-3.0	1.8	5.2
CCN1CCN(c2ncnc3scc(-c4ccc(OC)cc4)c23)CC1	12.5	2.1	4.4	-12.5	-0.2	-14.1	-0.9	-0.4	-10.5	-2.9
Nc1c2c(nn1-c1ccc(C(=O)O)cc1)CNC2	0.5	nt	0.1	-0.5	0.3	-7.9	0.4	-0.1	-11.6	-1.3
Cc1ccc(-n2cc[nH]c2=S)c(C)c1	18.1	-0.8	3.5	-18.1	0.6	2.8	-0.5	nt	20.1	nt
O=C(NCCCl)C1Cc2c(ccc3ccccc23)O1 (stereo unspecified)	5.5	-1.5	-8.2	-5.5	0.6	-4.3	-2.2	-6.3	-1.1	-2.7
Cn1cc(Br)c(C(=O)NNC(=O)Nc2ccccc2C(F)(F)F)n1	7.5	0.0	-0.1	-7.5	-1.4	-2.6	0.6	-1.6	0.3	3.9
C=C1N(c2ccc(Cl)cc2)C(=O)OC1(C)C	-6.0	0.7	nt	6.0	3.5	-2.9	-1.9	3.4	-8.0	14.0
Cc1nc2nc[nH]n2c(=O)c1CCC(C)C	21.6	-2.5	nt	-21.6	0.5	3.6	2.2	7.5	-1.1	-3.9
Cn1c(SCC(=O)NNC(=S)Nc2ccccc2)nnc1-c1ccccc1	7.8	-6.1	0.3	-7.8	0.7	-9.1	-0.9	1.8	-19.8	-5.9
COc1cc(OC)cc(C(=O)Nc2ccc(Nc3ccccc3)cc2)c1	-55.9	0.5	nt	55.9	0.1	2.3	7.9	-1.6	-13.6	2.0
O=C(NNC(=O)c1ccc2ccccc2c1)c1ccc(Cl)cc1	17.1	2.5	-6.9	-17.1	-3.2	4.8	0.5	0.6	-5.3	-3.4
COc1ccc(CC(=O)OCC(=O)Nc2ccc(Br)cc2)cc1	30.1	17.1	5.8	-30.1	-2.1	-8.0	-5.9	-1.5	3.9	-4.3
Cc1ccc(CNC(=S)N(C)C)cc1	28.5	-14.4	nt	-28.5	-0.3	1.6	3.7	1.3	-8.8	0.4
O=C(N/C(=C\c1ccccc1)C(=O)N1CCCCCC1)c1ccccc1	8.2	4.1	6.8	-8.2	1.5	5.5	-4.2	1.6	-5.5	-0.4
COc1ccc(-c2ccc3oc(-c4ccc(OC)cc4)c(C#CC4(O)CCCCC4)c3c2)cc1	-66.6	2.0	4.9	66.6	0.0	-7.7	-12.9	3.6	-15.8	0.6
O=C(Cc1ccc(Cl)c(Cl)c1)Nc1cccnc1	3.7	-21.9	9.1	-3.7	0.5	-6.1	-0.6	7.5	-11.7	-8.2
O=C(CCl)N(c1ccc(Cl)cc1)c1c[nH]c2ccccc12	4.8	2.8	nt	-4.8	-0.9	-7.1	nt	16.4*	-1.3	1.4
CCN(CC)C(=O)c1cn(C)c(=O)c2cc(OC)c(OC)cc12	16.1	-25.8	nt	-16.1	-0.3	5.8	0.4	0.7	-14.8	5.2
CCc1noc(C)c1C(=O)Nc1nnc(CC(C)C)s1	5.0	0.2	-2.6	-5.0	-0.6	-3.9	-0.5	-1.5	-17.5	-2.5
Cc1ccccc1C(=O)Nc1ccc(S(=O)(=O)Nc2onc(C)c2C)cc1	17.1	25.2	-11.5	-17.1	-2.7	-0.5	-0.7	2.7	7.6	8.1
COC(=O)c1ccc(OCCOc2ccc(C(=O)OC)cc2)cc1	0.9	5.4	0.5	-0.9	-0.1	1.6	-3.2	4.3	8.0	-4.8
COc1cc(OC)c(C2N(c3ccccn3)C(=O)C3CCCN32)cc1OC (stereo unspecified)	2.9	4.6	nt	-2.9	-1.4	-0.5	-1.7	-3.2	1.1	-0.8
CCOC(=O)c1cccc(NC(=O)CNS(=O)(=O)c2cccs2)c1	14.6	-1.7	-0.9	-14.6	0.8	-2.5	-0.9	-0.2	-0.8	0.7
Cc1cc(C)c(S(=O)(=O)Nc2ccc(-c3cn4ccccc4n3)cc2)c(C)c1	-2.2	-2.0	15.8	2.2	-1.3	?	nt	14.3*	-11.5	-0.1
COc1ccc(-c2nc3c([nH]2)c(=O)n(C)c(=O)n3C)c(OC)c1	-1.3	-5.4	-18.8	1.3	0.2	-9.0	nt	4.0	-6.3	5.0
Cc1ccc2c(c1)[C@H]1[C@H](CO2)[C@H](c2ccccc2)[C@]2(C)C(=O)Nc3cc(F)ccc3C(=O)N12	10.3	11.7	-21.9	-10.3	0.7	1.4	-5.7	4.1	-7.0	6.2

Assay outcomes as filed in PubChem BioAssay.
